BLM helicase inh = qHTS Assay for Inhibitors of Bloom's syndrome helicase (BLM). RecQ-like DNA helicase BLM (Homo sapiens), P54132. recombinant BLM DNA unwinding, fluorescence dequenching. Potency, µM (doses to about 56.1 µM), without a hit: top-dose activity change, negative = inhibition, hits mostly inhibitors. hit rate 0.2% among 350,000;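 also: potency is read from the fitted curve at half-maximal effect; plate controls were vehicle for no effect and no enzyme for full effect; nearly all actives have a fitted effect of over 35% in size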
POLI inh = qHTS for Inhibitors of Polymerase Iota; hit rate 1% among 390,000; DNA polymerase iota (Homo sapiens), Q9UNA4; Potency, µM (doses to about 115 µM), inactives show at the top dose activity, negative = inhibition, actives largely listed as inhibitors; AID 588590, 2011; Pol iota fluorescent replication assay, 10 min; also: potency is read from the fitted curve at half-maximal effect
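Fluorescent replication assay read twice, at 0 min and 10 min after adding 50 nM (final) substrate. Enzyme (10 nM) and compounds were first incubated 15 min at room temperature; enzyme-free buffer wells were negative controls.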
Tb PGK inh = qHTS Assay to Find Inhibitors of Phosphoglycerate Kinase; Phosphoglycerate kinase, glycosomal (Trypanosoma brucei brucei), P07378; PGK/GAPDH coupled, Kinase-Glo luminescence, 60 min; Potency, µM (top dose mostly 57.5 µM), for the others: top-dose activity change, negative = inhibition, hits mostly inhibitors; hit rate 0.043% among 380,000; AID 602233, 2012; also: potency is read from the fitted curve at half-maximal effect; % is scaled to controls: 0 for no effect and ±100 for the full control effect; nearly all actives have a fitted effect of over 60% in size
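Luminescent ATP detection (Kinase-Glo Plus) follows a 60-minute room-temperature incubation, with wells lacking PGK as controls. Buffer: 100 mM TEA (pH 7.6), 5 mM MgCl2, 0.01% Tween-20. Coupling enzyme GAPDH (100 nM final) supplies unstable 1,3-BPG in-well.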
APEX1 inh = qHTS Assay for Inhibitors of the Human Apurinic/apyrimidinic Endonuclease 1 (APE1) | DNA repair nuclease/redox regulator APEX1 (Homo sapiens), P27695 | recombinant APE1, TAMRA/BHQ-2 abasic DNA cleavage fluorescence | Potency, µM (doses to about 65.8 µM), without a hit: at the top dose activity change, negative = inhibition, most hits filed as inhibitors | hit rate 0.35% among 350,000 | AID 2517, 2012;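 also: potency is read from the fitted curve at half-maximal effect; plate controls were vehicle for no effect and reference inhibitor for full effect; nearly all actives have a fitted effect of over 55% in size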
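Activity was derived from the fluorescence gain between first and third kinetic reads (60 s intervals, ex 525/em 598 nm) after 50 nM THF-abasic TAMRA/BHQ-2 duplex was added to 0.75 nM APE1 preincubated 15 min with compound.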
POLB inh = qHTS Assay for Inhibitors of DNA Polymerase Beta; Potency, µM (doses to about 114 µM), inactives show at the highest dose activity change, negative = inhibition, most hits filed as inhibitors; Pol beta primer extension/strand displacement, fluorescence kinetic; hit rate 1.3% among 340,000; AID 485314, 2010; P06746; also: potency is read from the fitted curve at half-maximal effect; % is scaled to controls: 0 for no effect and ±100 for the full control effect
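Pol beta (10 nM) was preincubated with compound for 15 min at room temperature. The reaction was then started with 50 nM substrate and read immediately and after a further 10 min at room temperature.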
Anesthetic bind = qHTS Assay for Identification of Novel General Anesthetics; hit rate 0.074% among 350,000; apoferritin/1-aminoanthracene competitive binding, fluorescence; Potency, µM (titrated, usually from 77.5 µM), for inactives: at the top dose activity change, negative = displacement, hits mostly inhibitors; AID 485281, 2010; also: potency is read from the fitted curve at half-maximal effect; % is scaled to controls: 0 for no effect and ±100 for the full control effect; nearly all actives have a fitted effect of over 20% in size
Target sequence (P02791 2-175 limits assumed): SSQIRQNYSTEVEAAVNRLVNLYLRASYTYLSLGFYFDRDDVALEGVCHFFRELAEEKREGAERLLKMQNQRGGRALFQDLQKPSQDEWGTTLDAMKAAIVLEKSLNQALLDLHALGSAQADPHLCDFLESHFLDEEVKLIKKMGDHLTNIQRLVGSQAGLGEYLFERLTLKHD
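Steps: apoferritin (10 uM) was premixed with half-saturated 1-AMA in PBS, compounds were pin-transferred, plates stood 10 min at room temperature, fluorescence was read at 380/535 nm, and curves were fitted with a Hill equation.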
POLK inh = qHTS for Inhibitors of Polymerase Kappa; DNA polymerase kappa (Homo sapiens), Q9UBT6; purified Pol kappa, fluorescent DNA synthesis assay, 10 min; Potency, µM (doses to about 107 µM), for inactives: top-dose activity, negative = inhibition, hits mostly inhibitors; hit rate 0.53% among 400,000; also: potency is read from the fitted curve at half-maximal effect; % is scaled to controls: 0 for no effect and ±100 for the full control effect
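Readout: fluorescence, taken kinetically at 0 and 10 min. Conditions: 10 nM Pol kappa, 15 min RT compound preincubation, 50 nM substrate final. Controls: enzyme-free buffer wells.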
POLH inh = qHTS for Inhibitors of Polymerase Eta. DNA polymerase eta (Homo sapiens), Q9Y253. recombinant Pol eta, fluorescent DNA replication assay. Potency, µM (doses to about 114 µM), inactives show at the top dose activity change, negative = inhibition, actives largely listed as inhibitors. hit rate 1.2% among 390,000; also: potency is read from the fitted curve at half-maximal effect; % is scaled to controls: 0 for no effect and ±100 for the full control effect
Target sequence (Q9Y253 whole entry, looked up): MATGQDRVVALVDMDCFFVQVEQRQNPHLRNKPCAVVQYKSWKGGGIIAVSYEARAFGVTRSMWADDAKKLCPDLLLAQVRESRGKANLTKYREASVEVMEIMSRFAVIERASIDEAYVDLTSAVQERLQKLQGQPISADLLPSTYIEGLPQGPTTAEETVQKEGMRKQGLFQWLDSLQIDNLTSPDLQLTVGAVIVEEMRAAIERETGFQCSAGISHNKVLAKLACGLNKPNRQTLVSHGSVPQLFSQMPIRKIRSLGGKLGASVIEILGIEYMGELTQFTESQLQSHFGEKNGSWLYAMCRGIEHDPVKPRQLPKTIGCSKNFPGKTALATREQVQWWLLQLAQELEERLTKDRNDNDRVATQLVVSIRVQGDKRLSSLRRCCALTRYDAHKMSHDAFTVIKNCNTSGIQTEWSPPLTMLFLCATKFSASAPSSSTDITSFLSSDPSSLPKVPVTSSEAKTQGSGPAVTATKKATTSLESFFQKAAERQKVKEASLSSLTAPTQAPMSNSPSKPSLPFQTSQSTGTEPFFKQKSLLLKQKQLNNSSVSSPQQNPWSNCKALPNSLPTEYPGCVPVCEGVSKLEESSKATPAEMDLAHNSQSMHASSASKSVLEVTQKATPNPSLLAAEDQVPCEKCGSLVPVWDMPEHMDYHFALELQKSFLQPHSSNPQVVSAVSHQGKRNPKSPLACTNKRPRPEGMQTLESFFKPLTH
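Pol eta at 10 nM preincubated with compounds 15 min at room temperature; reaction started with fluorescent substrate (50 nM final) and read kinetically at 0 and 10 min.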
RXFP1 antag = qHTS Assay for Antagonists of the Relaxin Receptor RXFP1 | Relaxin receptor 1 (Homo sapiens), Q9HBX9 | HEK293-RXFP1, relaxin-stimulated cAMP HTRF, 30 min; stronger effect = lower value | activity change, negative = inhibition, % at 57.5 µM | hit rate 0.59% among 350,000;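 active = activity change of -60% or lower, but not beyond a set lower limit; inconclusive = change between -60% and -40%, or beyond the set limit; inactive = change above -40%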; also: % is scaled to controls: 0 for no effect and ±100 for the full control effect
Numbers without * were called inactive; i = inactive; ? = inconclusive; / = not tested or not shown; [ ] = dose if it differs, or a comment. Unless noted, calls follow the shape of the dose curve; as a rule, active = well fitted curve in the direction sought with a large enough effect; inconclusive = small, poorly fitted or top-dose-only effect, or another doubt; inactive = no such curve, though single readings can be large; an effect the other way counts as inactive or inconclusive. Some of the compounds tested; rates above refer to the full screens.

SMILES | BLM helicase inh | POLI inh | Tb PGK inh | APEX1 inh | POLB inh | Anesthetic bind | POLK inh | POLH inh | RXFP1 antag
CCc1noc(C)c1C(=O)NC1CCCc2c1cnn2-c1cc(C)cc(C)c1 (stereo not given) | -1% | 28% | -5% | 27% | 1% | -9% | -15% | -22% | -18
O=C(NCc1ccco1)c1cccc(C(F)(F)F)c1 | -7% | 46%[activator] | 3% | -4% | ? | -21% | -15% | -22% | 0
O=C(CSc1nc(-c2ccccc2)nc2c1CCCC2)c1ccc(Cl)cc1 | -2% | 15% | -2% | / | 2% | -1% | -6% | -11% | /
COc1ccc2c(c1OC)C(=O)N1C2SC(C)(C)[C@H]1C(=O)NCCCOC(C)C (stereo not given in full) | -12% | -1% | 2% | 10% | -28% | -2% | 7% | -21% | 0
CCc1cccc(CC)c1NC(=O)CN1C2CCCC1CC(NC(=O)Nc1cccc(OC)c1)C2 (stereo not given) | -10% | 144%[activator] | -3% | 5% | -12% | -15% | -3% | -2% | 4
Cc1ccc(C(=O)Oc2ccc(C(=O)COC(=O)c3cnccn3)cc2)cc1 | -3% | 13% | 4% | -1% | ? | -10% | -11% | -2% | 13
O=C(c1ccc2c(c1)OCCO2)N1CCCCC1 | -1% | 6% | 5% | -7% | -1% | -12% | 2%[60.1 µM] | -1% | 12
Cc1nc2ccccc2c2c1CC(C)S2 (stereo not given) | 2% | -13% | -2% | 5% | 1% | -9% | 1% | -29% | 14
CCOc1ccc(NC(=O)C2CCC(CNS(=O)(=O)c3ccc4c(c3)CCCC(=O)N4)CC2)cc1 (stereo not given) | 0% | 2% | i | / | -10% | 4% | -7% | -17% | /
O=C(CSc1ccccc1C(=O)O)c1ccc(Cl)cc1 | -3% | 12% | 0% | -3% | 25% | -3% | -5% | -9% | -5
Cc1cc(C(F)(F)F)nc(SCC(=O)NC2=NC(=O)C(C)S2)n1 (stereo not given) | 1% | 7% | 7% | 1% | 12% | -8% | -5%[60.1 µM] | 6% | -6
CCOC(=O)c1c(C)[nH]c(C)c1S(=O)(=O)N1CCCC(C(=O)Nc2cccc(C)n2)C1 (stereo not given) | -1% | -1% | 3% | / | -16% | 3% | -3% | -3% | /
CCC(C)NC(=O)c1ccc(C)c(NC(=O)C2=C(C)OCCS2)c1 (stereo not given) | 1% | 17% | i | -4% | 13% | 7% | -4% | -9% | 5
O=C(NCc1ccc2c3c(cccc13)C(=O)N2)c1cccs1 | 2% | 20% | -1% | -5% | ? | 1% | -9% | -10% | 0
COc1cc(CNCc2ccccn2)ccc1OCC(=O)NC(C)(C)C | -13% | 16% | -4% | 17% | 1% | 9% | 9% | -9% | /
Cc1nn(Cc2c(F)cccc2Cl)c(C)c1[N+](=O)[O-] | -7% | 36%[activator] | i | 0% | 1% | ? | -1% | -13% | -30
CCOC(=O)c1nn(C)c2[nH]c(=O)n(C)c(=O)c12 | / | 12% | i | / | / | / | -2% | -15% | -4
Cc1ccccc1OCCCSc1nc2ccccc2[nH]1 | -9% | 10% | 11% | -6% | -1%[57.1 µM] | -12% | -5% | -23% | -28
NS(=O)(=O)c1ccc(CCNC(=O)Nc2ccc(Cl)c(Cl)c2)cc1 | -5% | -15%[58.9 µM] | -1% | -4% | 30% | -13% | -19% | -13% | 34
Cc1ccc(N2CCN(S(=O)(=O)c3c(C)[nH]c(=O)[nH]c3=O)CC2C)cc1 (stereo not given) | 2% | 13% | -7% | / | -1% | -4% | -8%[60.1 µM] | 0% | -14
CCN(CC)c1ccc(C2Nc3cccc4cccc(c34)N2)cc1 | -1% | 19% | -5% | -1% | 28% | -3% | 6% | -14% | -14
CCCCn1c(/C=N/Nc2nc3ccccc3[nH]2)nc2ccccc21 | -8% | 5% | 5% | 1% | -28% | 1% | -16% | -10% | -4
COc1ccc(CN2CCN(c3ccccn3)CC2)cc1OCc1ccccc1 | -2% | -1% | -4% | 6% | 15% | -5% | -4% | -7% | 9
COc1ccc(Oc2nc(-c3ccncc3)nc3ccccc23)cc1 | 1% | 180%[activator] | 1% | 2% | -21% | 0% | -16% | -22% | 14
CCOC(=O)C1=C(C)OC(N)=C(C#N)C1c1cc(F)ccc1F (stereo not given) | -13% | 13% | -9% | 1% | -1% | -14% | -7% | -15% | 1
Cc1ccc(NC(=O)CSCC(=O)NCc2cccc(C(F)(F)F)c2)cc1 | / | 30% | -2% | 24% | / | / | -3% | -7% | -1
Cc1ccc(Cn2c(=O)n(CCCCC(=O)NCc3ccccc3Cl)c(=O)c3ccccc32)cc1 | -3% | 24% | i | / | 5% | -5% | -7% | -9% | /
Cc1nc2ccccc2c(=O)n1NC(=O)c1ccco1 | 4% | 7% | -3% | 7% | 1% | 2% | -7% | 3% | -8
CC1CCN(C(=O)CN2C(=O)c3cccc4cccc(c34)C2=O)CC1 | 2% | 119%[activator] | 0% | -6% | -2% | -3% | -5% | -5% | -19
O=[N+]([O-])c1ccccc1-c1ccc(C(=S)N2CCCCC2)o1 | -14% | 262%[activator] | -5% | -2% | 1% | ? | -4% | -14% | -10
CC(c1ccco1)N(C(=O)c1ccccc1NS(=O)(=O)c1ccc(Cl)c([N+](=O)[O-])c1)c1ccccn1 (stereo not given) | -4% | 10% | 0% | -2% | 14% | -10% | -4% | -17% | -22
O=C(COC(=O)/C=C/c1cccs1)NC1CCCCC1 | -2% | 16% | 0% | 10% | 1% | ? | -6% | -2% | 8
O=C(Nc1nnc(-c2ccc(Cl)cc2)o1)NC1CCCCC1 | -4% | 2% | -3% | -4% | 19% | -8% | 1% | -13% | -3
O=C(Nc1ccc(S(=O)(=O)N2CCCC2)cc1)C1CC(=O)N(c2ccc(F)cc2)C1 (stereo not given) | -3% | 25% | 2% | -10% | 40% | 5% | -5% | -17% | 3
CCC(NC(=O)c1cc(COc2cc(C)c(Cl)c(C)c2)on1)c1ccncc1 (stereo not given) | -11% | -28% | -1% | 3% | 14% | -49% | -7% | -17% | -10
Cn1cc([N+](=O)[O-])c(C(=O)Nc2ccc(Br)cn2)n1 | -1% | 18% | i | -1% | 8% | -14% | -14% | 1% | 6
CC1CCc2c(sc(Nc3nc4c(F)cccc4s3)c2C(N)=O)C1 (stereo not given) | -2% | 3% | -1% | ? | 19% | -9% | -11% | -3% | -7
CC(C)(C)n1nnnc1C(c1cccs1)N1CCN(Cc2ccccc2)CC1 (stereo not given) | 0% | -16% | -6% | -1% | 11% | -12% | -4% | 1% | 6
COCC(C)NC(=O)COc1nncc2ccccc12 (stereo not given) | -2% | 55%[activator] | -2% | 2% | 5% | 0% | 1% | -10% | -10
COc1ccc(CN2CCN(S(=O)(=O)c3ccc(C)cc3)CC2)cc1Br | -19% | 14% | 9% | 11% | 3% | 9% | -11% | -9% | 5

Structural class, the compounds so far with fluorine.
SMILES | BLM helicase inh | POLI inh | Tb PGK inh | APEX1 inh | POLB inh | Anesthetic bind | POLK inh | POLH inh | RXFP1 antag
O=C(NCc1ccco1)c1cccc(C(F)(F)F)c1 | -7% | 46%[activator] | 3% | -4% | ? | -21% | -15% | -22% | 0
Cc1cc(C(F)(F)F)nc(SCC(=O)NC2=NC(=O)C(C)S2)n1 (stereo not given) | 1% | 7% | 7% | 1% | 12% | -8% | -5%[60.1 µM] | 6% | -6
Cc1nn(Cc2c(F)cccc2Cl)c(C)c1[N+](=O)[O-] | -7% | 36%[activator] | i | 0% | 1% | ? | -1% | -13% | -30
CCOC(=O)C1=C(C)OC(N)=C(C#N)C1c1cc(F)ccc1F (stereo not given) | -13% | 13% | -9% | 1% | -1% | -14% | -7% | -15% | 1
Cc1ccc(NC(=O)CSCC(=O)NCc2cccc(C(F)(F)F)c2)cc1 | / | 30% | -2% | 24% | / | / | -3% | -7% | -1
O=C(Nc1ccc(S(=O)(=O)N2CCCC2)cc1)C1CC(=O)N(c2ccc(F)cc2)C1 (stereo not given) | -3% | 25% | 2% | -10% | 40% | 5% | -5% | -17% | 3
CC1CCc2c(sc(Nc3nc4c(F)cccc4s3)c2C(N)=O)C1 (stereo not given) | -2% | 3% | -1% | ? | 19% | -9% | -11% | -3% | -7
